Source: PubChem BioAssay (several laboratories)
MKP-1 inh: blocks human MKP-1 phosphatase activity | inhibition, %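 (compounds tested at a single concentration somewhere between 10 and 100 µM)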 | actives 0.15% (n = 65,000) | recombinant MKP-1, OMFP hydrolysis fluorescence | AID 374;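 active means inhibition above about 50%, limit read from the data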;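 further: 0% = DMSO max control wells and 100% = wells with enzyme stopped by NaOH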
Target sequence (P28562 whole entry, looked up): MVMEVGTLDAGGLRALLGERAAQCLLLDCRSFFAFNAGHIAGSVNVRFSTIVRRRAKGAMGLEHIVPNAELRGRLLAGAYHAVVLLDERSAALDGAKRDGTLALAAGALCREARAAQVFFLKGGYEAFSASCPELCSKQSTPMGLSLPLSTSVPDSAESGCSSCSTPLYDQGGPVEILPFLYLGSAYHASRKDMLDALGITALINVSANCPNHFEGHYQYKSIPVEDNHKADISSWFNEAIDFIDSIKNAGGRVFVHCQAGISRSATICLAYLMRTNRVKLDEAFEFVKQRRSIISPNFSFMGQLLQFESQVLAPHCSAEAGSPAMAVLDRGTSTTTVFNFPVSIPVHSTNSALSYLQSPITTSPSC
TNAP act DEA: activates human TNAP at intermediate phosphate acceptor concentration; P05186; purified TNAP, CDP-star luminescence, 100 mM DEA, 30 min; hits give high values; scale: 0 levamisole-inhibited, 1 vehicle-only enzyme; activation factor at 20 µM; 64,000 tested, under 10 active;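 active means activation factor of at least 2 at 20 µM, relative to controls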
Cdc25B inh: human M-phase inducer phosphatase 2 inhibition; P30305; recombinant Cdc25B, OMFP fluorescence Ex485/Em525; inhibition, %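 (compounds tested at 10 µM final in the well)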; actives 0.1% (n = 65,000); in the data active means inhibition above about 50%
JNK3 blocker: inhibitors of human JNK3 kinase; purified JNK3 kinase activity, HTS; inhibition, % at 8 µM; actives 0.61% (n = 60,000); AID 746; in the data active means inhibition above about 17%;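 further: 0% = DMSO and 100% = reference inhibitor; many of its hits are not listed in these tables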
Target sequence (P53779 whole entry, looked up): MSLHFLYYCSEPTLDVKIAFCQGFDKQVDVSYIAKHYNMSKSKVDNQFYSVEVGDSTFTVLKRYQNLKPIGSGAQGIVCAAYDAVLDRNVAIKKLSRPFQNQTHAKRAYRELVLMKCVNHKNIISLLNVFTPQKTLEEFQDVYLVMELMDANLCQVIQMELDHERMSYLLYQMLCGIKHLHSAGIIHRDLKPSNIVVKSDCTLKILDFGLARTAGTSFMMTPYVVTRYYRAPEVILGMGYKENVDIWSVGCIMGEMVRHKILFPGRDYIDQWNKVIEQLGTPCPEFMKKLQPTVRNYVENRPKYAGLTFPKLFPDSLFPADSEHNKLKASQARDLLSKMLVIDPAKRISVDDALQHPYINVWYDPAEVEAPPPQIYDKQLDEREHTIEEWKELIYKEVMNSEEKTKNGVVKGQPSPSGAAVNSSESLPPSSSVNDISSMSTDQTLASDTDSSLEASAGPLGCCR
PKA inh: blocks human protein kinase A activity; P17612; PKA Kemptide phosphorylation, Kinase-Glo ATP luminescence; inhibition, % at 6 µM; actives 0.1% (n = 65,000); AID 524;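 active means inhibition above the screen-wide mean inhibition plus 3 SD, cut at about 21% in these data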; further: many of its hits are not listed in these tables
MMP13 inh: blocks human MMP13 activity | P45452 | MMP-13 fTHP FRET cleavage, Mca fluorescence | inhibition, % at 4 µM | actives 0.07% (n = 65,000) | AID 570;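 active means inhibition above the mean of compound-free control plate wells plus 3 SD, cut at about 14% in these data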;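 further: 0% = DMSO wells and 100% = wells with reference MMP-13 inhibitor after basal subtraction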
HEK293 NFkB inh: lowers PMA/ionomycin-induced NF-kB signal in HEK293 cells; actives 0.21% (n = 62,000); inhibition, % at 3 µM; HEK-293 NF-kB luciferase reporter, luminescence;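 active means inhibition above the mean of all tested compounds plus 3 SD, cut at about 40% in these data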;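 further: 0% = stimulated DMSO wells and 100% = 10 µM reference inhibitor 5653914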
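Reagent: PMA plus ionomycin mix as NF-kB-activating stimulus. Assay system: NF-kB luciferase reporter HEK-293 cells. Technique: luminescence from luciferase substrate reagent. Incubation: 1 h compound pre-incubation, 16 h PMA/ionomycin at 37 °C. Benchmarks: DMSO only as uninhibited control, 10 µM reference inhibitor as full inhibition. Repeats: tested once.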
Jurkat viability: reduces viability or proliferation of Jurkat cells | Jurkat E6.1 viability, ATP luminescence, 48 h | inhibition, % at 4 µM | actives 1.2% (n = 56,000) | AID 463;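 active means inhibition above the mean inhibition of all tested compounds plus 3 SD, cut at about 28% in these data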
ROCK2 blocker: inhibitors of human Rho kinase 2; O75116; purified ROCK2, Kinase-Glo ATP depletion luminescence; inhibition, % at 6 µM; actives 0.35% (n = 60,000); AID 604;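 active means inhibition above the screen-wide mean inhibition plus 3 SD, cut at about 18% in these data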;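 further: plate controls were DMSO wells for no effect and Y-27632 control wells after no-enzyme background subtraction for full effect; many of its hits are not listed in these tables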
* hit, by the source's call; . = no result given; [ ] = remark or other dose.

structure,MMP13 inh,Cdc25B inh,HEK293 NFkB inh,ROCK2 blocker,Jurkat viability,JNK3 blocker,MKP-1 inh,PKA inh,TNAP act DEA
COc1ccccc1-c1ccc(C(=O)O)o1,-131[fluorescence artefact?],-3,1,-2,2,4,-4,-2,0.9
Cc1cc(C)cc(N2CC34C=CC(O3)C(C(=O)OCC(=O)NCc3ccco3)C4C2=O)c1 (configuration not stated),0,-9,0,8,2,2,-33,-1,0.9
CCn1c(=S)ccc2ccc(OC)cc21,-8,-11,10,9,-8,5,-1,18,0.8
Cc1cc(C(=O)CSc2nnc(-c3cccs3)o2)c(C)n1-c1ccccc1,3,1,30,6,-2,2,-1,11,0.9
CC1CC(=O)C2=C(C1)Nc1ncnn1C2c1ccccc1 (configuration not stated),-3,-1,8,4,-2,-3,-4,7,0.9
Cc1cc(C(=O)Nc2c(F)cc(F)cc2Br)c(C)o1,1,-1,11,5,-1,3,3,8,1
Cc1ccc(S(=O)(=O)N(C)CCCC(=O)Nc2ccncc2)cc1,1,-1,11,3,23,-3,0,4,0.9
COC(=O)C1=C(C)NC(=O)CC1c1ccc(C(=O)OC)cc1 (configuration not stated),-12,-1,9,4,3,-1,5,3,0.9
O=C1C2C3c4ccccc4C(c4ccccc43)C2C(=O)N1Cc1ccco1 (configuration not stated),-1,1,20,-6,20,-1,1,-3,0.9
COCc1cc(=O)[nH]c(/N=C(\N)Nc2ccc(Oc3ccccc3)cc2)n1,2,0,0,4,-2,1,29,7,1.3
O=C1CNC(=O)/C1=C\N1CCCCC1,-1,-13,-1,9,1,-5,-4,12,1
Cc1nn(-c2ccccc2)c(C)c1NC(=O)c1cccs1,0,-13,11,-2,-9,-10,0,3,0.9
CCn1c(-c2cc(Br)cc(OC)c2O)nc2cc(S(=O)(=O)N(C)C)ccc21,3,8,8,.,.,.,14,3,0.9
CC(=O)c1cccc(NC(=O)NCc2ccco2)c1,2,-3,12,4,5,-4,-2,-2,1
COc1ccccc1CNC(=O)CSc1nc(-c2ccccc2)cn1N,-2,-2,12,3,6,-1,-7,3,0.9
COc1ccccc1-c1noc(-c2cc(OC)c(OC)c(OC)c2)n1,-2,-10,23,10,2,17,-19,11,0.9

2 entries picked at random from those above:
structure,MMP13 inh,Cdc25B inh,HEK293 NFkB inh,ROCK2 blocker,Jurkat viability,JNK3 blocker,MKP-1 inh,PKA inh,TNAP act DEA
CCn1c(-c2cc(Br)cc(OC)c2O)nc2cc(S(=O)(=O)N(C)C)ccc21,3,8,8,.,.,.,14,3,0.9
Cc1nn(-c2ccccc2)c(C)c1NC(=O)c1cccs1,0,-13,11,-2,-9,-10,0,3,0.9

Other compounds follow:
structure,MMP13 inh,Cdc25B inh,HEK293 NFkB inh,ROCK2 blocker,Jurkat viability,JNK3 blocker,MKP-1 inh,PKA inh,TNAP act DEA
CC(=O)N1CCc2cc(NC(=O)c3ccc(C)cc3)ccc21,4,-12,-1,-11,10,4,19,4,0.9
Cc1nc(CC(=O)O)c(-c2ccccc2)s1,-1,1,-4,6,-2,1,-5,2,0.9
Cc1ccc(C2CC(c3ccccc3OC(F)F)Nc3ncnn32)cc1 (configuration not stated),4,2,6,1,-5,0,4,2,0.9
Cc1n[nH]c(C)c1CCc1nc2c3ccccc3nc(SCC(N)=O)n2n1,-1,-14,18,6,-4,1,-3,11,0.9
Cc1nc(SCC(=O)c2ccccc2)n[nH]1,6,6,0,-1,-1,0,-12,7,0.9
Cc1ccc(C(=O)NCCNS(=O)(=O)c2ccccc2)cc1,-1,-8,20,.,.,.,10,-11,0.9
O=C(c1ccco1)N1CCN(c2ncnc3scc(-c4cccs4)c23)CC1,-3,-9,18,7,10,-3,9,10,1
O=C1c2ccccc2C(Nc2cccnc2)N1Cc1ccc2c(c1)OCO2 (configuration not stated),3,4,-4,4,6,3,9,-3,0.9
O=C(NCc1ccc2c(c1)OCO2)C1CC(=O)N(C2CCCC2)C1 (configuration not stated),-3,-10,-4,-1,-2,-11,2,-3,1
O=C(NCc1ccco1)c1cnn2c(C(F)(F)F)cc(-c3ccccc3)nc12,-1,-8,8,2,5,0,10,4,1
COCCn1c(CNc2ccc(F)cc2)nnc1SCC(=O)Nc1ccc(OC)cc1OC,6,1,0,.,.,.,6,8,0.9
CC(C)(C)OC(=O)N1CCCC1C(=O)N1CCCC1C(=O)N1CCCC1C(=O)O (configuration not stated),0,-1,6,0,2,-3,0,3,0.8
COC(=O)c1oc2ccc(Br)cc2c1NC(C)=O,1,-2,12,-7,-3,5,-10,1,0.8
O=C(NCCNC(=O)c1ccc(Br)o1)c1ccc(Br)o1,1,1,7,2,0,-8,2,4,0.9
Cc1ccc(C)c(S(=O)(=O)N2CCN(CC(=O)NC(=O)NCc3ccccc3)CC2)c1,0,-10,16,2,8,-2,29,7,1
COc1ccccc1NC(=O)C1=C(C)Nc2nc(-c3ccc(N(C)C)cc3)nn2C1c1ccncc1 (configuration not stated),5,4,16,-2,-3,-8,29,5,1

By substructure: those above with a thiophene ring, fused or not.
structure,MMP13 inh,Cdc25B inh,HEK293 NFkB inh,ROCK2 blocker,Jurkat viability,JNK3 blocker,MKP-1 inh,PKA inh,TNAP act DEA
Cc1cc(C(=O)CSc2nnc(-c3cccs3)o2)c(C)n1-c1ccccc1,3,1,30,6,-2,2,-1,11,0.9
Cc1nn(-c2ccccc2)c(C)c1NC(=O)c1cccs1,0,-13,11,-2,-9,-10,0,3,0.9
O=C(c1ccco1)N1CCN(c2ncnc3scc(-c4cccs4)c23)CC1,-3,-9,18,7,10,-3,9,10,1

(listing goes on)
structure,MMP13 inh,Cdc25B inh,HEK293 NFkB inh,ROCK2 blocker,Jurkat viability,JNK3 blocker,MKP-1 inh,PKA inh,TNAP act DEA
CCn1cc(C(=O)NCCCN2CCC(C)CC2)c(=O)c2cc(S(=O)(=O)N3CCCC3)ccc21,0,-16,-1,5,8,-5,3,12,0.9
COc1cc(C2NC(=O)NC(O)(C(F)(F)F)C2C(=O)c2cccs2)ccc1O (configuration not stated),2,4,19,6,-5,-5,-4,5,0.9
CCOC(=O)C1=C(N)OC2=C(C(=O)CC(C)(C)C2)C1C1CCCCC1 (configuration not stated),1,-14,21,0,0,5,11,-2,1
O=C(NCCN1CCOCC1)c1cc(-c2ccc(F)cc2)on1,-6,-3,-11,10,2,3,-2,9,1
CC(=O)Nc1ccc(S(=O)(=O)N(C)c2ccccc2)cc1,1,-2,15,3,4,-3,-2,4,0.9
CCN(CC)CCn1c(NCc2ccc(OC)cc2)nc2ccccc21,-2,-7,3,8,1,0,-1,7,1
CCOC(=O)N1CCC(NC(=O)c2cnn3c(C(F)(F)F)cc(-c4cccc(OC)c4)nc23)CC1,3,-2,2,2,-1,0,27,3,0.9
COc1ccccc1-c1nnc2sc(C3CCCCC3)nn12,1,-2,.,-2,.,1,-28,4,0.9
Clc1ccc(-c2noc(CN3CCN(c4ccccc4)CC3)n2)cc1,2,-2,2,-1,2,-5,0,1,1
CC(NC(=O)c1ccco1)C(c1cccs1)N1CCN(c2ccccc2)CC1 (configuration not stated),-1,1,14,0,0,2,13,7,1
OC1CCN(c2ncnc3c2nnn3Cc2c(F)cccc2Cl)CC1,-5,14,19,0,4,3,3,2,1
CCc1nn(CC(=O)O)c(=O)c2ccccc12,-8,-10,6,4,2,2,8,5,0.9
O=S(=O)(c1ccc(N2CCOCC2)cc1)N1CCOCC1,1,4,2,3,-3,7,12,4,0.9
COc1cccc2cc(C(=O)N3CCN(C45CC6CC(CC(C6)C4)C5)CC3)c(=O)oc12,-5,24,4,-1,5,-9,15,-1,0.8
c1ccc(-c2nnc3sc(-c4csc5c4CCCC5)nn23)cc1,-4,-6,-9,1,5,-1,27,6,1
COc1cc(C2Nc3ccc4ncccc4c3C3=C2C(=O)CCC3)ccc1O (configuration not stated),-8,13,4,-4,81*,-3,6,-2,1
O=C(NCCNC(=O)c1cccs1)c1ccco1,0,-2,6,.,.,.,-24,11,1
CCCn1c(=O)c2ccccc2n2c(SCC(=O)c3ccccc3)nnc12,1,-10,10,6,-2,-3,8,8,0.9
COCCn1c(SCC(=O)N2CCCC2)nnc1C(C)C,6,-1,11,-2,3,-4,3,0,0.9
Cc1c(NC(=O)CSc2nnc3sc4ccccc4n23)c(=O)n(-c2ccccc2)n1C,4,-10,9,5,-8,0,19,6,0.9
CCOc1ccccc1N1CCN(S(=O)(=O)CC)CC1,2,-11,2,9,-2,0,3,10,0.9
COCCCn1c2nc3ccccc3nc2c2c(=O)n(Cc3ccc(Cl)cc3)c(C)nc21,-7,-3,9,-1,-3,3,-15,-5,0.9
Cn1c(=O)n(C)c(=O)n(CC(=O)N2CCCCC2)c1=O,0,-3,8,6,-6,-2,-2,4,1
Cc1ccc2cc(C#N)c(N3CCCN(C(=O)C4CCCO4)CC3)nc2c1 (configuration not stated),-31,14,7,5,8,0,1,10,0.9
O=C(NCCCN1CCN(c2ccccc2)CC1)Nc1ccccc1C(F)(F)F,1,-13,8,.,.,.,10,3,0.9
O=C(Oc1ccc(-c2nc(-c3ccccn3)no2)cc1)c1ccccc1,4,1,5,-14,8,6,8,-22,1
Nc1nc(-c2cccs2)c(NC(=O)c2ccccc2)s1,0,-1,19,0,-7,-8,32,0,0.9
CCC(C)N1C(=O)C2C(C(=O)Nc3cccc(OC)c3)C3C=CC2(O3)C1C(=O)NC1CCCCC1C (configuration not stated),0,-1,17,6,-9,5,-20,13,0.9
CC(=O)N1CCCc2cc(S(=O)(=O)NC(C(=O)NC(C)c3ccccc3)C(C)C)ccc21 (configuration not stated),3,3,10,15,2,-4,0,-5,1
Cc1ccc2oc3c(c(=O)c2c1)C(c1cccc(Br)c1)N(Cc1ccco1)C3=O (configuration not stated),3,7,-3,5,-8,-2,15,10,0.9
